EBI2 antag = EBI2 (human) antagonism | inhibition, % at 5 µM | EBI2 beta-arrestin recruitment, luminescence, 7a,25-OHC stimulated | actives 0.81% (n = 360,000) | P32249 | AID 651636; in the data active means inhibition above about 38%;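 further: enzyme fragment complementation signal reports receptor beta-arrestin coupling in cells; 0% = agonist plus DMSO wells and 100% = wells without agonist; some results beyond the cut were filed as inactive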
Target sequence (P32249 whole entry, looked up, the tested form may be a part): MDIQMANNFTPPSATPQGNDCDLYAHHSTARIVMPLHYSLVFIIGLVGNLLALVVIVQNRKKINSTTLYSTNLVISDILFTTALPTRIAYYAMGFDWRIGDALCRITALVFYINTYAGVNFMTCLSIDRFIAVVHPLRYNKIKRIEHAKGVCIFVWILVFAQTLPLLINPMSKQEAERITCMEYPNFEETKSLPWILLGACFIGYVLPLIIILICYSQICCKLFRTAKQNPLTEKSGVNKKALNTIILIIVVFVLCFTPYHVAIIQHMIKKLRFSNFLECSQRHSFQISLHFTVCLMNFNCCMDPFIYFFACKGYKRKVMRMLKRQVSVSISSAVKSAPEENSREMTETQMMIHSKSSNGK
UBC13 polyUb = human UBC13 polyubiquitination inhibition | P61088 | UBC13 polyubiquitin chain formation, TR-FRET | inhibition, % at 20 µM | actives 0.47% (n = 330,000); in the data active means inhibition above about 45%, passing the limit was not always enough
Target sequence (P61088 whole entry, looked up): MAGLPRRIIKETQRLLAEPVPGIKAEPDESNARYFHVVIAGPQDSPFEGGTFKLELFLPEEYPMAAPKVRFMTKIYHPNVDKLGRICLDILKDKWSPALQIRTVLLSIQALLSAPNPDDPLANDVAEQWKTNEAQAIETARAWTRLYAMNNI
CCR6 antagonist = CCR6 (human) receptor antagonism; actives 0.49% (n = 340,000); AID 493098; P51684; CHO-K1 CCR6 PathHunter beta-arrestin, luminescence, CCL20-stimulated; inhibition, % at 20 µM;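 active means compounds whose inhibition of the agonist-driven luminescence signal at 20 µM reaches about 50%, limit read from the data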;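 further: cells stimulated with CCL20 at 14 nM final; plate controls were DMSO with CCL20 for no effect and DMSO without agonist for full effect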
Target sequence (P51684 whole entry, looked up): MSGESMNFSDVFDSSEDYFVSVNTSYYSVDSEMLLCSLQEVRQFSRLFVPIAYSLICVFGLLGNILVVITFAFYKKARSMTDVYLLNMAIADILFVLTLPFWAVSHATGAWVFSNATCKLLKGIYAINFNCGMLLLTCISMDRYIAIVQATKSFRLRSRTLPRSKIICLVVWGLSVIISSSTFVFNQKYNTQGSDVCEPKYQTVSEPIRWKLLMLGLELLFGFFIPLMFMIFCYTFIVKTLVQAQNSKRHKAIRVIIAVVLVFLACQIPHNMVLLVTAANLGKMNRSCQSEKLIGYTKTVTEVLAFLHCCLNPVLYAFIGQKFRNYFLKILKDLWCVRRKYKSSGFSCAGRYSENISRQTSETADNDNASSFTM
CXCR6 block = blocks human CXCR6 beta-arrestin recruitment | CHO-K1 PathHunter CXCR6 beta-arrestin, luminescence | O00574 | actives 0.36% (n = 360,000) | inhibition, % at 20 µM | AID 602244; in the data active means inhibition above about 34%, passing the limit was not always enough;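 further: antagonist mode with CXCL16 agonist at 10 nM final; 0% = 10 nM CXCL16 with DMSO and 100% = unstimulated wells without agonist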
APJ antagonist = antagonists of human APJ apelin receptor; AID 2521; actives 0.32% (n = 330,000); CHO-K1 APJ beta-arrestin complementation, luminescence; P35414; inhibition, % at 20 µM;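 active means inhibition above about 40% at 20 µM, limit read from the data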;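 further: cells challenged with 10 nM apelin-13 agonist together with compound; plate controls were apelin-13 plus DMSO wells for no effect and DMSO wells lacking apelin-13 for full effect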
Gli-Sufu antag = blocks Gli-Sufu signaling in a luciferase reporter; actives 0.74% (n = 340,000); Sufu-KO-LIGHT fibroblasts, Gli luciferase reporter luminescence; inhibition, % at 5 µM;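 active means inhibition above about 55%, limit read from the data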;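 further: 0% = DMSO-treated cells and 100% = wells with medium but no cells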
APJ agonist = agonists of human APJ apelin receptor. P35414. CHO-K1 APJ PathHunter beta-arrestin, luminescence; 0% DMSO wells, 100% apelin. activation, % at 20 µM. actives 0.11% (n = 330,000);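 active means activation more than six SD over the plate average, tested at 20 µM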;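 further: 0% = DMSO alone and 100% = apelin-13 at 10 nM; some results filed as inactive read as strong as hits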
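Test system: CHO-K1 APJ beta-arrestin complementation cell line | Compound: Single test compound dose, 20 µM final, 1% DMSO | Incubation: Compound 90 min 25 °C, reagent 1 h | Measured by: beta-gal luminescence | Read-out basis: APJ–arrestin association signal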
ATG4B inhibitor = ATG4B (human) cysteine protease inhibition | Q9Y4P1 | ATG4B cleavage of LC3-PLA2, NBD-HPC fluorescence, 1 h | inhibition, % at 8.33 µM | actives 0.51% (n = 340,000); in the data active means inhibition above about 40%
* = called active by the depositor; nt = not tested or not shown; & = joins results of further samples.

SMILES | EBI2 antag | UBC13 polyUb | CCR6 antagonist | CXCR6 block | APJ antagonist | Gli-Sufu antag | APJ agonist | ATG4B inhibitor
CN1CSC(=S)N(C)C1 | 0 | 9 | -6 | 0 | 16 | -11 | -7 | -2
COc1ccc(-c2cc(=NCC(=O)O)c3ccccc3o2)cc1 | 4 | 20 | 9 | 10 | 18 | -10 | -3 | 2
c1ccc(C2c3ccccc3-n3nncc3CN2CC2CCCCC2)cc1 (centres undefined) | 14 | nt | 13 | 9 | nt | -1 | nt | -5
CN(C)C(=O)Oc1ccc(Cl)c2ccccc12 | 15 | 5 | 4 | 2 | 6 | 4 | 0 | -11
CCN(CC)c1ccc(/C=C2\C(=O)NC(=O)N(CC3CCCO3)C2=O)cc1 (centres undefined) | 1 | -86 | -16 | -2 | 10 | -13 | 4 | 1
CC(C)(C)P(=O)(N1CCOCC1)N1CCOCC1 | -3 | -8 | -4 | -4 | 9 | 21 | 0 | -12
CCCCCC1(C(C)C)C(=O)NC(=S)NC1=O | 3 | nt | 9 | 12 | nt | -11 | nt | -1
CC(Cc1cccs1)NCc1ccccc1 (centres undefined) | 2 | -14 | 14 | 3 | 4 | 1 | 0 | -4
O=c1[nH]c(=O)n(C2CCCCCC2)c(O)c1C=NC1CCN(Cc2ccccc2)CC1 | -11 | 4 | 27 | 4 | 0 | 8 | -1 | -12
CC1CCC2[C@@H](C)C(=O)OC3O[C@]4(C)CCC1C32OO4 (some centres undefined) | -14 | 2 | -9 | -26 | -53 | 13 | 14 | 7
Cc1nc2c(c(=O)[nH]1)C(c1ccc([N+](=O)[O-])cc1)c1c(c3ccccc3oc1=O)O2 (centres undefined) | nt | 14 | 10 | nt | 19 | 10 | -4 | -11
CC/C(=N\NC(N)=O)c1c(O)[nH]c(=O)[nH]c1=O | -4 | 0 | -12 | 2 | -15 | 1 | -2 | 3
C[C@@H]1C(=O)O[C@H]2[C@H](O)[C@]34[C@@H]5OC(=O)[C@]3(OC3OC(=O)[C@H](O)C34[C@H](C(C)(C)C)[C@@H]5O)[C@@]12O (some centres undefined) | -2 | nt | 7 | 2 | nt | 37 | nt | 4
NC1=Nc2ccccc2Oc2ccccc21 | -12 | 7 | 9 | -3 | -1 | 24 | -3 | 14
COC(=O)C1=C(c2ccc(OC)c(OC)c2)C[C@@H]2CC[C@H]1N2C(=O)NCc1ccco1 | -8 | 0 | -8 | -5 | 3 | 24 | -2 | -1
O=P(NS(=O)(=O)c1ccc(Cl)cc1)(Oc1ccccc1)Oc1ccccc1 | -3 | 3 | 2 | 0 | -5 | 3 | 1 | -13
O=C1CN=C(c2ccccc2)c2oc3ccc(Br)cc3c2N1 | -10 | 9 | 14 | 7 | -10 | 3 | -5 | -17
OC(CN1CC=C(c2ccccc2)CC1)c1ccccc1 (centres undefined) | -11 | -5 | 2 | 2 | 12 | 21 | -6 | -4
O=C1NC(=S)NC(=O)C12C(c1ccccc1)NC(=S)NC2c1ccccc1 (centres undefined) | -8 | 13 | 9 | 6 | 7 | 4 | 0 | 14
Cc1ccc(N2C(=O)NC(=O)/C(=C/c3cnn(-c4ccc(C)cc4)c3)C2=O)cc1 | 43 | -12 | 49 | 43* | 12 | -19 | 0 | 5
Cc1nonc1OCCNCCNc1ccc([N+](=O)[O-])c2cccnc12 | 4 | -89 | 9 | 1 | 9 | 30 | 0 | -9
CNCC(C)c1ccccc1 (centres undefined) | -5 | -29 | 0 | 2 | 2 | -6 | 3 | 5
CCCn1nc2ccccc2c1P(=O)(N1CCOCC1)N1CCOCC1 | 1 | 12 | 0 | 2 | -14 | 15 | -1 | 0
CC(=O)OCC[N+](C)(C)C | -8&-5&2 | -2&4 | 4&2&12 | 0&-7&2 | 6&3 | -1&-4&-9 | 8&4 | -2&-6&7
CSCc1nnc2n1-c1ccc(Cl)cc1C(c1ccccc1)=NC2 | 0 | -6 | 0 | 5 | 0 | 0 | 0 | 8

Reprinted from the results shown (nine entries):
SMILES | EBI2 antag | UBC13 polyUb | CCR6 antagonist | CXCR6 block | APJ antagonist | Gli-Sufu antag | APJ agonist | ATG4B inhibitor
O=C1CN=C(c2ccccc2)c2oc3ccc(Br)cc3c2N1 | -10 | 9 | 14 | 7 | -10 | 3 | -5 | -17
OC(CN1CC=C(c2ccccc2)CC1)c1ccccc1 (centres undefined) | -11 | -5 | 2 | 2 | 12 | 21 | -6 | -4
O=C1NC(=S)NC(=O)C12C(c1ccccc1)NC(=S)NC2c1ccccc1 (centres undefined) | -8 | 13 | 9 | 6 | 7 | 4 | 0 | 14
Cc1ccc(N2C(=O)NC(=O)/C(=C/c3cnn(-c4ccc(C)cc4)c3)C2=O)cc1 | 43 | -12 | 49 | 43* | 12 | -19 | 0 | 5
Cc1nonc1OCCNCCNc1ccc([N+](=O)[O-])c2cccnc12 | 4 | -89 | 9 | 1 | 9 | 30 | 0 | -9
CNCC(C)c1ccccc1 (centres undefined) | -5 | -29 | 0 | 2 | 2 | -6 | 3 | 5
CCCn1nc2ccccc2c1P(=O)(N1CCOCC1)N1CCOCC1 | 1 | 12 | 0 | 2 | -14 | 15 | -1 | 0
CC(=O)OCC[N+](C)(C)C | -8&-5&2 | -2&4 | 4&2&12 | 0&-7&2 | 6&3 | -1&-4&-9 | 8&4 | -2&-6&7
CSCc1nnc2n1-c1ccc(Cl)cc1C(c1ccccc1)=NC2 | 0 | -6 | 0 | 5 | 0 | 0 | 0 | 8

The listing continues.
SMILES | EBI2 antag | UBC13 polyUb | CCR6 antagonist | CXCR6 block | APJ antagonist | Gli-Sufu antag | APJ agonist | ATG4B inhibitor
CCN1CCN(Cc2nc3ccc([N+](=O)[O-])cc3c(=O)n2-c2ccccc2F)CC1 | -2 | -12 | 11 | -8 | -9 | 30 | 2 | -7
O=C1NC(=O)N(Cc2cccs2)C(=O)/C1=C/c1ccc(N2CCOCC2)cc1 | 0 | -27 | 2 | 6 | 20 | 22 | 2 | 0
Cc1cc(NC(=O)COC(=O)c2c(C)nn(Cc3ccccc3)c2C)no1 | -14 | 2 | -3 | -6 | 18 | 3 | 0 | -10
CCc1c(C)nc(N)nc1N1N=C1SC(C(C)=O)C(C)=O | 1 | 1 | 8 | -2 | 3 | -19 | 0 | 7
CN1CC(C(=O)c2ccc(Cl)cc2)C(c2ccc(Cl)cc2Cl)C1 (centres undefined) | 11 | 11 | 22 | -21 | -41 | 27 | 0 | 10
CCC(=NCCOc1ccc(Cl)cc1)c1c(O)n(C)c(=O)n(C)c1=O | 9 | 2 | 3 | -21 | -1 | 23 | -1 | -10
CSc1ncc(/C=C2/C(=O)NC(=O)N(C)C2=O)cn1 | -5 | 0 | -15 | 4 | 13 | 19 | -5 | -6
CC1CCCCN1Cc1ccc(Cl)nc1 (centres undefined) | -3 | -6 | 0 | 8 | -6 | -3 | -2 | -3
CCC(=O)N1N=C2C3CCN(CC3)C2C1c1ccccc1 (centres undefined) | -16 | 3 | -5 | 4 | 2 | 2 | 1 | -9
Cc1cccc(C)c1OP(N)(=O)Oc1c(C)cccc1C | -9 | 3 | -8 | -4 | 10 | -2 | -2 | -9
O=C(O)C1C2c3ccccc3C(O)C1(C(=O)O)c1ccccc12 (centres undefined) | -2 | nt | -3 | -3 | nt | -2 | nt | -4
CC1=NN(Cc2c[nH]c3ccccc23)C(C)(C)C1 | -2 | -2 | 5 | 2 | 11 | -23 | -2 | 1
COc1ccc2[nH]cc(CCN=C(N)N)c2c1 | -8 | 17 | 11 | 6 | -15 | -5 | -2 | -9
C[C@]12CC[C@H](O)CC1=CCC1C2CC[C@@]2(C)C1C[C@@H]1CC(=O)O[C@@H]12 (some centres undefined) | -2 | 13 | 7 | -6 | -1 | 6 | -4 | 0
O=c1[nH]c2ccccc2n1CCCN1CCC(n2c(=O)[nH]c3cc(Cl)ccc32)CC1 | 8 | 12 | -7 | -14 | 5 | 27 | -6 | -11
CCOc1ccccc1C1SCC(=O)Nc2c1c(=O)[nH]n2C(CC)CC (centres undefined) | 2 | 2 | 22 | 8 | 15 | 3 | -3 | -14
C=CCN1CC[C@@]2(C)c3cc(O)ccc3CC1[C@@H]2C | 4 | 15 | 18 | 5 | 7 | 26 | -5 | 7
CN1CCN(c2ccc([N+](=O)[O-])c(N3CCCCC3)c2)CC1 | 1 | -29 | 28 | 5 | 9 | 8 | -3 | 4
CCOc1ccc(-n2c(O)c(C=Nc3ccc(NC(C)=O)cc3)c(=O)[nH]c2=O)cc1 | 2 | -5 | 0 | 3 | 11 | 1 | 2 | -5
C[Se]C[C@@H](N)C(=O)O | 4 | -8 | 2 | 2 | 12 | -15 | -4 | 2
O=C(c1ccc(Cl)cc1)C1CCCN(Cc2cccc3ncccc23)C1 (centres undefined) | 5 | 4 | 13 | -9 | 8 | 25 | 3 | -8
Cc1nn(-c2ccccc2)c(C)c1NC(=O)COC(=O)Cc1ccccc1 | 3 | -4 | -3 | -11 | 15 | -6 | 7 | -1
C[C@]12CC[C@H](O)C[C@H]1CC[C@@H]1[C@@H]2CC[C@]2(C)C(=O)CC[C@@H]12 | -1 | 8 | 6 | 1 | -1 | 9 | 1 | -25
CC1(C)Cc2c(sc3c2C(=O)NC(c2cccnc2)N3)CO1 (centres undefined) | 6 | -3 | 5 | -5 | -10 | 26 | 0 | -11
CCC(=Nc1ccc(OC)cc1OC)c1c(O)[nH]c(=O)[nH]c1=O | 4 | -10 | -14 | -3 | -8 | 3 | 1 | -4

(cont.)
SMILES | EBI2 antag | UBC13 polyUb | CCR6 antagonist | CXCR6 block | APJ antagonist | Gli-Sufu antag | APJ agonist | ATG4B inhibitor
O=C1NC(=O)N(c2cccc(Br)c2)C(=O)/C1=C/c1ccsc1 | -7 | -16 | 3 | 12 | 7 | 24 | -4 | 12
Cc1ccc2c(c1)C1CN(C)CCC1N2C(=O)Nc1cccc(C(F)(F)F)c1 (centres undefined) | -7 | 11 | 18 | 0 | 9 | 7 | 5 | -9
COCCOC(=O)c1c(C)n(C)c2ccc(OC(=O)N(C)C)cc12 | -4 | 13 | 11 | 0 | 8 | 1 | -5 | -1
CCN(CC)CCN=C(C)c1c(O)n(-c2ccccc2OC)c(=O)[nH]c1=O | 0 | 10 | 2 | 2 | 8 | 5 | -1 | -9
CCCCOc1ccc(CCN)cc1Cl | -15 | 12 | 2 | -15 | -11 | -22 | -1 | 13
COC(=O)C1=C(c2ccccc2OCc2ccccc2)C[C@@H]2CC[C@H]1N2C(=O)NCc1ccc(N(C)C)cc1 | 5 | 2 | 17 | 10 | 5 | 9 | -2 | 5
Clc1ccc(COC(Cn2ccnc2)c2ccc(Cl)cc2Cl)c(Cl)c1 (centres undefined) | 19&12 | 34&29 | 21&20 | 0&5 | -1&26 | 2&-1 | -2&-1 | 9&1
COc1cc2[nH]c(=O)n(-c3ccccc3)c(=O)c2cc1OC | -6 | 12 | 2 | 12 | -12 | 3 | -4 | -8
CN1CCN(c2ccc(N)cc2)CC1 | 4 | 39 | -20 | 1 | -24 | 13 | 3 | -1
O=C(c1cnn2c(C(F)(F)F)cc(-c3ccccc3)nc12)N1CCC2(CC1)OCCO2 | -7 | -4 | 1 | 7 | -14 | 7 | -3 | 4
NP(=O)(OCC(F)(F)F)Oc1ccc(Cl)cc1 (centres undefined) | -3 | 6 | -1 | -2 | -6 | -1 | 4 | -2
O=c1[nH]c(=O)n(Cc2ccco2)c(O)c1C=NCc1cccs1 | 5 | -14 | 14 | 4 | 14 | 2 | 2 | -4
COc1ccc(Cn2c(O)c(/C=N/NC(=O)c3ccccc3O)c(=O)[nH]c2=O)cc1 | 5 | -20 | 19 | 2 | 13 | 2 | -3 | -9
CC(=O)OC1CC(OC2C(O)CC(OC3C(O)CC(OC4CCC5(C)C(CCC6C5CC(O)C5(C)C(C7=CC(=O)OC7)CCC65O)C4)OC3C)OC2C)OC(C)C1OC1OC(CO)C(O)C(O)C1O (centres undefined) | -5 | nt | 5 | 5 | nt | -9 | nt | -4

Screening results from PubChem.

These rows are one share of the data; count on the stated rates, not on these rows.
